Screening data deposited in PubChem by several laboratories.
DUSP3 inh: blocks human VHR1 dual specificity phosphatase | P51452 | recombinant VHR phosphatase, pNPP absorbance | inhibition, % at 13.3 µM | 290,000 compounds, 0.52% hits | AID 1654; in the data active = inhibition above about 50%; also: some compounds called inactive have numbers as strong as hits
Target sequence (P51452 whole entry, looked up): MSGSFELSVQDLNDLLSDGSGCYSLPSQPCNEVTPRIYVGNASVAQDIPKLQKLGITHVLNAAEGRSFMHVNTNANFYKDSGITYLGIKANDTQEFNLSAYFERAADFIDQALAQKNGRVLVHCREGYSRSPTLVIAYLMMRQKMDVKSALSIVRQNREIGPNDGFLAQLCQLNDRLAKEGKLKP
CCHFV vOTU inh: blocks the CCHF virus ovarian tumor domain protease; CCHFV vOTU protease, Pep-AMC fluorescence; inhibition, % at 11.5 µM; 370,000 compounds, 0.55% hits; in the data active = inhibition above about 30%; also: 0% = vehicle wells with enzyme and 100% = no enzyme wells
Vc quorum ag: induces V. cholerae light production without autoinducers. V. cholerae BH1578 lux reporter, luminescence, 6 h. activation, % at 18.7 µM. 350,000 compounds, 0.16% hits. AID 588436; in the data active = activation mostly above about 9.7%, no sharp cut-off; also: not every result past the cut was called active; inactives centre near 0; reference of the scale not given here
TcdB GH inh: TcdB glycohydrolase inhibition; TcdB glycohydrolase enzymatic assay, plate reader; P18177; inhibition, % at 9.99 µM; 350,000 compounds, 0.24% hits; AID 652162; in the data active = inhibition above about 10%
SSB-PriA inh: blocks PriA binding to SSB C-terminal tail; AlphaScreen SSBct-PriA binding, biotinylated peptide; inhibition, % at 33 µM; 430,000 compounds, 0.6% hits; in the data active = inhibition mostly above about 37%, no sharp cut-off; inactive = mostly below about 20%;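 also: plate controls were negative control peptide for no effect and reference peptide for full effect; strong numbers were not always called active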
PrPC surface inh: inhibitors of human cell surface prion protein PrPC. P04156. TR-FRET read-out. inhibition, % at 13.8 µM. 370,000 compounds, 0.43% hits; in the data active = inhibition above about 24%; also: 0% = median of the test wells and 100% = reference compound wells
Rv3671c inh: inhibits the M. tuberculosis serine protease Rv3671c | 320,000 compounds, 0.048% hits | P9WHR9 | AID 2606 | inhibition, % at 5.96 µM; in the data active = inhibition above about 38%;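 also: extracellular domain of Rv3671c used as enzyme; 0% = enzyme with DMSO and 100% = no enzyme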
Target sequence (P9WHR9 whole entry, looked up, the tested form may be a part): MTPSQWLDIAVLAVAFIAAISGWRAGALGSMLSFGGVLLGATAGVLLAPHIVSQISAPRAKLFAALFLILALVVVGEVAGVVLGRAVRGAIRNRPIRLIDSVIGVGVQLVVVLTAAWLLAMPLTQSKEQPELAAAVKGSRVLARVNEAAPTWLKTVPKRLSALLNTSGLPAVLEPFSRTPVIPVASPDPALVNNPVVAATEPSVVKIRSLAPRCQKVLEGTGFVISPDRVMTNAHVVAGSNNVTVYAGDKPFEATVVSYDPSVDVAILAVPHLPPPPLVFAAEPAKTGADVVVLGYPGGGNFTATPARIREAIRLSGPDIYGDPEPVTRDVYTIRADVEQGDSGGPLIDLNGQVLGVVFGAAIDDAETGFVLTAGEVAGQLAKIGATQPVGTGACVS
Y pestis TopoI: Y. pestis Topo-I inhibition via cleavage products. Y. pestis Topo-I cleavage product accumulation, plate reader. activity, % at 10 µM. 360,000 compounds, 0.064% hits. AID 504884; in the data active = activity above about 50%, passing the limit was not always enough; also: inactives centre near 2
MazF activator: MazEF (E. coli) toxin RNase activation; P0AE70; FAM/BHQ RNA-DNA oligo cleavage fluorescence, 5 h; activation, % at 20 µM; 350,000 compounds, 0.32% hits; AID 504720; in the data active = activation above about 50%
Target sequence (P0AE70 whole entry, looked up): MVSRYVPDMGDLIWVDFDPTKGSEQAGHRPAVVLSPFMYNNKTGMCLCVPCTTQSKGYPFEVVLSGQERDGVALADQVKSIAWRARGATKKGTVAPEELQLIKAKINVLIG
3CLpro inhibitor: SARS-CoV 3CLpro protease inhibition; AID 1706; inhibition, % at 6 µM; 290,000 compounds, 0.14% hits; recombinant SARS-CoV 3CLpro, quenched FRET peptide cleavage; P0C6X7; in the data active = inhibition above about 12%
Numbers without * were called inactive; i = inactive; . = no result given; & = joins results of further samples.

Second line of a record: DUSP3 inh	CCHFV vOTU inh	Vc quorum ag	TcdB GH inh	SSB-PriA inh	PrPC surface inh	Rv3671c inh	Y pestis TopoI	MazF activator	3CLpro inhibitor
Cc1cccc(NC(=O)CN2C(=O)N/C(=C\c3cccn3-c3cccc(C(=O)O)c3)C2=O)c1
    -2	16	0.2	-1.6	14	6	1	13	-17	-1
C=CC1=C(C(=O)O)N2C(=O)[C@@H](NC(=O)/C(=N\OCC(=O)O)c3csc(N)n3)[C@H]2SC1
    .	1	i	0.6	i	-6	5	-1	-1	.
O=C(CCNS(=O)(=O)c1cccs1)NCc1cccs1
    43	-12	-1.6	.	-1	-1	8	-6	-9	-4
COc1ccc(Br)c(C(=O)NC(C)(C)CO)c1
    13	8	-0.6	1.3	-2	-6	1	-1	7	-3
O=C(Nc1ccc2oc(-c3ccccc3)nc2c1)c1ccccc1F
    31	0	-1.6	.	-10	0	1	22	7	-1
Cn1c(=O)oc2cc(S(=O)(=O)CCC(=O)NCCc3ccccc3)ccc21
    -1	10	-0.4	0.0	-5	-7	-4	1	12	2
Cc1cc(C)n(-c2ccc(C(=O)NCCCN3CCOCC3)cc2)n1
    22	-3	i	1.4	0	-2	-3	3	3	-2
Cc1cccc2cc(-c3nc4ccc(C(=O)O)cc4[nH]3)c(=O)oc12
    40	.	-8.3	.	-4	.	-23	-10	3	1
COc1ccc(/C=N\Nc2ccc([N+](=O)[O-])cc2[N+](=O)[O-])c(C(=O)O)c1OC
    13	13	-0.5	-6.9	.	-11	-7	-4	2	2
COC(=O)C1=C(c2ccc3ccccc3c2)C[C@@H]2CC[C@H]1N2C(=O)N1CCC(C)CC1
    .	.	2.4	.	4	.	5	18	-1	.
COc1cccc(CN2CC(C(=O)N(C)CC3CCOCC3)CCC2=O)c1 (stereo not given)
    -2	-2	0.4	-0.1	-12	-2	-4	1	5	2
CCCCCCSc1ncc(C#N)c(N)n1
    -3	7	8.3	.	-6	-7	-1	3	-1	0
Cc1cccc(C(=O)NNC(=O)C2CC2)c1
    14	-7	i	0.5	-40	-3	3	-6	-2	-4
NC(=O)[C@@H]1CCCCNc2c(I)cc([N+](=O)[O-])cc2C(=O)N[C@@H](CCC(=O)O)C(=O)N[C@@H](CO)C(=O)N1
    9	11	-0.8	-0.1	-16	-17	-2	7	6	-3
COc1ccc2cc(CN(CC3CCCO3)C(=S)NCc3ccco3)c(=O)[nH]c2c1 (stereo not given)
    48	15	-0.3	3.0	-5	5	9	1	-14	2
Cn1cc(C2N3CC4(C)CN2CC(C)(C3)C4=O)c2ccccc21 (stereo not given)
    3	-11	i	0.4	-9	0	-2	-3	-1	-3
N#CCC(=O)Nc1ccc(C(=O)NCc2cccc(Cl)c2)cc1
    -4	1	i	-0.3	2	-4	-107	1	0	7
CNC(=O)c1ccc(CN(C)C(=O)/C=C/c2ccc(S(=O)(=O)N3CCCCCC3)cc2)cc1
    .	9	-0.4	1.6	.	-6	.	29	-5	.
Cc1ccccc1N1CC(C(=O)N2CC(C)OC(C)C2)CC1=O (stereo not given)
    -8	-5	0.4	1.4	-10	7	5	7	8	-3
Cc1ccc(-n2nnnc2SCC(=O)N2c3ccccc3NC(=O)C2(C)C)cc1
    24	-3	-0.2	.	-13	10	-10	1	3	-1
CC(NC(=O)c1ccco1)C12CC3CC(CC(C3)C1)C2 (stereo not given)
    .	5	-3.1	0.7	3	-3	-6	12	-3	.
COc1ccc(C)cc1NC(=O)c1cc(S(=O)(=O)N2CCCC2)cn1C
    -2	-3	-0.2	0.5	-2	-3	5	10	2	-5
CC1CCCCN1C(=O)CSc1nnc2c(n1)[nH]c1ccc(F)cc12 (stereo not given)
    34	9	1.2	1.8	-7	-5	9	-11	-1	3
COc1ccc(/C=C(\NC(=O)c2ccc(Cl)cc2)C(=O)NCCCn2ccnc2)cc1OC
    7	-1	-0.2	-2.9	-3	-9	9	-6	-8	-2
Cc1nn(CC(C)C(=O)N2CCN(S(=O)(=O)c3ccc(Cl)cc3)CC2)c(C)c1C (stereo not given)
    12	9	-0.2	1.2	-9	9	-12	4	12	-1
CCn1c(SC/C=C/c2ccccc2)nnc1-c1cnccn1
    14	15	i	.	-5	-1	-9	26	5	0
COC(=O)C1=NN(c2ccccc2)C2C(=O)N(c3ccccc3OC)C(=O)C12 (stereo not given)
    -4	-9	-1.1	.	-14	-8	-1	-1	-3	1
Cn1c(CN2CCOCC2)nc2cc(NC(=O)c3ccc(Cl)cc3)ccc21
    -3	-1	-0.2	.	-17	9	-2	-1	-4	-3
Cc1ccc(OCC(=O)N2CCN(S(=O)(=O)c3ccc(Cl)s3)CC2)cc1C
    .	7	i	-0.1	3	8	0	38	5	.
CCOc1ccc(/C=N/n2c(COc3ccccc3)n[nH]c2=S)cc1OC
    -1	1	0.9	0.7	.	4	0	1	3	4

Full records from above. Screens in order: DUSP3 inh	CCHFV vOTU inh	Vc quorum ag	TcdB GH inh	SSB-PriA inh	PrPC surface inh	Rv3671c inh	Y pestis TopoI	MazF activator	3CLpro inhibitor
COc1ccc2cc(CN(CC3CCCO3)C(=S)NCc3ccco3)c(=O)[nH]c2c1 (stereo not given) across the screens: 48	15	-0.3	3.0	-5	5	9	1	-14	2
CCCCCCSc1ncc(C#N)c(N)n1 across the screens: -3	7	8.3	.	-6	-7	-1	3	-1	0
CCOc1ccc(/C=N/n2c(COc3ccccc3)n[nH]c2=S)cc1OC across the screens: -1	1	0.9	0.7	.	4	0	1	3	4

Later entries
Second line of a record: DUSP3 inh	CCHFV vOTU inh	Vc quorum ag	TcdB GH inh	SSB-PriA inh	PrPC surface inh	Rv3671c inh	Y pestis TopoI	MazF activator	3CLpro inhibitor
CN1CCCN(C(=O)COc2cccc(C(F)(F)F)c2)CC1
    14	12	-0.2	1.3	7	-5	-8	2	2	-1
Cc1nc2sc3c(c2c(=N)n1N)CC(C)(C)OC3
    12	-7	-0.5	.	-5	-1	-1	-2	-5	-5
NC(=O)c1nn2c(C(F)(F)F)cc(-c3ccccc3)nc2c1Br
    4	1	1.3	-0.8	-15	-16	-4	4	15	1
COc1cc(NC(=O)c2ccc3snnc3c2)cc(OC)c1
    -12	-5	i	1.3	-1	2	2	0	-1	4
O=C(O)CC(NC(=O)c1ccco1)c1ccco1 (stereo not given)
    -4	-8	0.4	-2.9	0	-2	.	2	-8	-1
Cc1noc(C)c1N=Nc1ccccc1C(=O)O
    -6	13	-0.3	1.4	-15	-10	-7	3	-26	4
O=C(NNc1nc2cc3c(cc2s1)OCO3)c1cccc(F)c1
    0	1	-0.3	1.1	-3	-1	13	-5	3	6
Cc1cc(NC(=O)COc2ccc(C)c(C)c2)no1
    0	5	-0.2	3.9	-2	0	-9	18	13	-3
COc1ccc(CCN=C(N)NS(=O)(=O)c2cc(F)ccc2F)cc1
    23	-5	-1.5	0.5	-5	3	-7	-4	-1	1
Cc1cc(NC(=O)C2CC2)n(-c2nc3ccccc3s2)n1
    -9	-7	i	-0.1	-15&-4&-14	3	-3	7	4	-2
CC(=O)Nc1ccc(-c2ccnc3c2CC(C(=O)Nc2cccnc2)O3)cc1 (stereo not given)
    .	-3	-0.3	0.1	.	6	.	2	.	.
O=c1c(C=Nc2ccc(Oc3ccccc3)cc2)c[nH]n1-c1cccc(Cl)n1
    24	-5	-0.3	.	-6	-4	0	14	-17	6
Cc1ccc(Cl)cc1NC(=O)c1cccc(OC(F)F)c1
    14	.	-2.7	2.1	-9	.	-4	-2	2	4
COCCn1nnnc1C(c1ccccc1OC)N1CCN(c2ccccc2)CC1 (stereo not given)
    8	3	i	.	0	-1	-1	7	4	-2
Cc1cc(Oc2ccc(=O)n(C)n2)nc(SCC(N)=O)n1
    33	0	-0.5	0.5	-3	-4	0	1	13	0
COc1ccc(CCN(C)C(=O)CSc2nc3ccccc3c(=O)n2CC2CCCO2)cc1OC (stereo not given)
    .	16	2.3	0.2	-12	-2	.	27	6	.
CCCN1Cc2cccc(C(=O)N3CCN(c4cc(Cl)ccc4C)CC3)c2C1=O
    12	.	-0.2	.	-13	.	10	23	-14	2
Cc1ccc(Cl)c(OCC(=O)N2CCc3ccccc3C2)c1
    7	-8	i	-0.1	-21	14	1	3	-1	-1
Cc1cc(OCC(=O)O/N=C(\N)c2ccccc2)ccc1Br
    9	-1	-0.2	-0.3	.	1	0	7	1	3
O=c1cc(-c2cccc3ccccc23)[nH][nH]1
    25	-10	.	.	-11	-4	6	-12	-2	-1
CC(C)S(=O)(=O)c1csc(C(=O)NN)c1Cl
    8	11	-0.3	-14	-9	7	4	-1	-1	3
CCOC(=O)C1(C)CCN1C(=O)c1ccc(C(=O)OC)cc1 (stereo not given)
    .	11	i	0.9	.	0	.	3	.	.
COc1ccc(C)cc1S(=O)(=O)N1CCN(C(=O)c2ncoc2-c2ccccc2C)CC1
    20	1	-0.3	1.5	-27	0	-3	-2	14	2
Cc1ccc(-c2csc3ncnc(SCc4ccc(C(=O)O)cc4)c23)cc1
    -1	16	-0.2	-7.3	8	0	-12	29	-11	6
CCOC(=O)Nc1ccc2nc(-c3cscn3)[nH]c2c1
    .	15	4.0	-12	.	12	.	-7	-7	.
COc1ccc(S(N)(=O)=O)cc1N(C)S(=O)(=O)c1ccccc1
    2	8	-0.3	1.1	-9	2	6	5	6	-3
O=C(O)c1ccc(/C=N/Nc2cccc(C(F)(F)F)c2)cc1
    17	11	-0.2	1.4	.	8	4	0	-3	9
CCN(CC)S(=O)(=O)c1cccc(C(=O)c2c(C)cc3ccccn23)c1
    3	13	0.3	0.6	-24	14	.	44	-1	-1
O=C(NC(=S)Nc1ccc(CN2CCCCC2)cc1)c1ccco1
    2	-12	-0.3	2.3	-18	3	-2	5	1	0
O=C(c1ccc(N2CCCS2(=O)=O)cc1)N1CCN(c2ccc(F)cc2)CC1
    12	14	-0.3	0.6	-14	1	-10	-4	5	0
CCC(=O)Nc1sc2c(c1C(N)=O)CCN(C(C)=O)C2
    -18	2	.	-0.9	-6	-8	2	-2	10	2
N=C1c2ccccc2CN1NC(=O)c1ccccc1
    4	10	-0.4	0.2	6	-5	4	-1	3	-7
Cc1noc(C)c1S(=O)(=O)NCC(=O)O
    -15	6	i	.	1	4	-1	-2	-14	2
COc1ccc(C(=O)N2c3ccccc3C=CC2C#N)cc1 (stereo not given)
    -5	-4	i	1.9	-14	-4	6	-3	1	-2
Clc1ccccc1-c1ccc(/C=N/n2cnnc2)o1
    28	15	-0.1	.	.	-11	-6	9	4	-1
COc1ccc(-c2cc(CCC(=O)N3CCN(c4cc(C)ccc4C)CC3)[nH]n2)cc1
    .	1	-2.0	0.2	-4	1	.	29	0	.
CCC1CCCCN1CC(=O)c1c(C)[nH]c2ccc(OC)cc12 (stereo not given)
    -4	8	0.0	1.2	-10	-11	8	-4	-16	4
O=C(CN1C(=O)NC(c2ccccc2)(c2ccccc2)C1=O)NCC(=O)Nc1ccc(F)cc1
    .	2	-1.3	1.2	14	-3	-3	0	2	.
CCN1CCN(c2nc(Nc3cccc(F)c3)nc(N)c2[N+](=O)[O-])CC1
    21	0	0.8	0.8	7	-7	2	-4	-1	0
CCOC(=O)c1cc(S(=O)(=O)N2CCc3ccccc32)cn1C
    12	2	-0.5	-1.2	-3	5	3	15	1	3
Cc1ccc(C(=O)Nc2ccc(O)cc2C(=O)O)cc1
    0	-9	i	.	-5	0	-1	3	4	4
COCCn1c(Cc2ccccc2)nnc1SCC(=O)N1CCOCC1
    22	0	-0.5	1.2	-3	-3	7	-8	6	1
CCOc1ccc(S(=O)(=O)N2CCN(C(=O)Cc3n[nH]c(=O)c4ccccc34)CC2)cc1
    .	1	0.9	4.3	0	-8	.	-11	9	.
N#C/C(=C\c1ccc(-c2cccc(Cl)c2)o1)C(=O)Nc1cccc2cccnc12
    8	6	-3.4	.	-10	-3	-3	-4	-29	1

Only part of the results is shown. The share of hits here may be higher or lower than overall.
